b-catenin transl – beta-catenin nuclear translocation modulation; HeLa beta-catenin nuclear translocation, immunofluorescence imaging; nuclear translocation activity, % at 5 µM; 0.3% of 190,000 active; AID 1665;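 active = nuclear translocation activity above 50% at 5 µM, with a well cell count of 50 or more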;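 note: per-cell ratio of nuclear to cytoplasmic median beta-catenin stain intensity; plate controls were DMSO negative control for no effect and GSK-3 inhibitor IX positive control for full effect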
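Test system: human HeLa cells, endogenous beta-catenin. Times: 24 h compound exposure, 37°C. Measured by: beta-catenin immunofluorescence imaging with DAPI.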
T cell modulator – T cell immune modulation candidate; 2C CD8+ T cell-vesicle binding, flow cytometry; active compounds read low; calls only at 7 µM; 0.068% of 330,000 active; AID 2052;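 active = response, share of CD8 T cells binding vesicles, and their 90th percentile fluorescence all below set limits, cut at about 80% in these data, passing the limit was not always enough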
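Also added: QL9-peptide-loaded Drosophila micro-vesicles bearing Ld, ICAM-1 and B7-1; Test system: purified 2C TCR transgenic mouse naive CD8+ T cells; Measured by: cytometric PE anti-B7-1 and Alexa647 anti-CD8 signals after 1% paraformaldehyde fixation; Timing: binding step 1.5 h, 37 °C, antibody labelling 20 min, ice.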
Autophagy HCS – alters autophagy in cells. MEF GFP-LC3 puncta imaging; test concentration mostly 10 µM. calls only at 10 µM (by protocol). 0.98% of 190,000 active;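 active = percentage of spot-positive cells more than 3 SD above its plate mean, without a fluorescence outlier flag or 80% toxicity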;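 note: spot-positive cell cutoff set from DMSO-treated cells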
Insulin prom up – MIN6 insulin promoter up-regulation | MIN6 insulin promoter-GFP reporter, high-content imaging; active compounds read high | z-score at 5 µM | 0.3% of 190,000 active | AID 1625;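 active = z-score above 3 at 5 µM with at least 500 cells counted in the well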
Hep lipid drop – hepatic lipid droplet formation modulation | AML12 mouse hepatocytes, oleate lipid droplets, BODIPY imaging | inhibition, % at 6.5 µM | 0.4% of 240,000 active;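 active = lipid droplet intensity inhibited by at least 50%, with more than 500 cells counted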
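System: AML12 hepatocytes (mouse). Probe or stimulus: oleic acid at 100 µM to induce lipid droplet formation. Times: overnight treatment with compound plus oleate. Detection: Image-based BODIPY and DAPI two-channel analysis. Evaluation: percent inhibition of filter-corrected integrated lipid droplet intensity per well.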
WT yeast gro inh – growth inhibition of WT yeast, mitochondrial fusion screen; AID 1362; inhibition, % at 10 µM; mitochondrial fusion phenotypic screen, WT strain; 2.1% of 190,000 active; in the data active = inhibition above about 58%; tested in S. cerevisiae
MT stabilizer – microtubule stabilizers in HeLa cells. % tubulin-high responders, % at 10 µM. HeLa tubulin immunostaining HCS, 24 h; share of cells brighter than vehicle mean+2SD. AID 2205. 0.83% of 200,000 active;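 active = plate Z-score above 3 for both tubulin-high and condensed-nucleus cell shares, with cell loss under 80%, at 10 µM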;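 note: anti alpha tubulin signal scored within the nucleus-defined area of each cell; some results filed as inactive read as strong as hits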
West Nile virus CPE – West Nile virus antiviral activity, cell-based, CPE readout (AID 1621). West Nile virus-infected cells, CPE inhibition; higher % means a stronger effect. CPE inhibition, % at 10 µM; hits with a dose series show IC50 in µM. 0.02% of 290,000 active; in the data active = a potency from the dose series; note: strong numbers were not always called active
Myeloid diff MLP – myeloid differentiation induction | ER-HoxA9 myeloid progenitors, lysozyme-GFP differentiation, flow cytometry | calls only at 10 µM | 1% of 360,000 active | AID 624256;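 active = normalized GFP-positive differentiation at or above the plate's own cutoff, the solvent-only control mean plus 3 SD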;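 note: cells exposed to compound for four days before flow analysis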
WT yeast gro inh mutant strain – recorded beside WT yeast gro inh, whose call it bears; inhibition, %; mitochondrial fusion phenotypic screen, mutant strain inhibition
Insulin prom up cell count – second read-out of Insulin prom up, no call of its own (marks repeat the call); cell count; measured here: cytotoxicity, nuclei count;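 total cells summed across four imaged fields per well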
Hep lipid drop cells 6.5 µM – recorded beside Hep lipid drop, whose call it bears; cell count; measured here: cell count, cytotoxicity flag;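 cells counted across two imaged fields per well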
b-catenin transl cell count 5 µM – recorded beside b-catenin transl, whose call it bears; cell count; measured here: cell count, cytotoxicity flag
T cell modulator vesicle-bound % – recorded beside T cell modulator, whose call it bears; double positive events, %; measured here: CD8+ vesicle-bound cell fraction;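 binding gate set so that unloaded-vesicle control wells show 10% double positive cells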
MT stabilizer Hoechst-high % – further read-out of MT stabilizer, marked with its call; % Hoechst-high responders; measured here: nuclear condensation Hoechst responders;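 share of cells brighter than vehicle mean plus two SD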
MT stabilizer cytotoxicity % – further read-out of MT stabilizer, marked with its call; toxicity, %; measured here: cytotoxicity by cell density;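 0% = mean cell density of plate MIN control wells and 100% = no cells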
Autophagy HCS cell loss 18 h – also measured in Autophagy HCS; calls as there; toxicity, %; measured here: cell loss, nuclei count;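 cell loss after 18 h compound exposure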
Myeloid diff MLP GFP+ MAC1+ % – further read-out of Myeloid diff MLP, marked with its call; GFP+ MAC1+ double positive, %; measured here: differentiation confirmed by MAC1 staining
* marks the source's active call; other numbers are inactive results; i = inactive; nt = no result given. Rows were taken by chance; any-hit rate near 3.9%.

SMILES	b-catenin transl	b-catenin transl cell count 5 µM	T cell modulator	T cell modulator vesicle-bound %	Autophagy HCS	Autophagy HCS cell loss 18 h	Insulin prom up	Insulin prom up cell count	Hep lipid drop	Hep lipid drop cells 6.5 µM	WT yeast gro inh	WT yeast gro inh mutant strain	MT stabilizer	MT stabilizer Hoechst-high %	MT stabilizer cytotoxicity %	West Nile virus CPE	Myeloid diff MLP	Myeloid diff MLP GFP+ MAC1+ %
O=C(Nc1ccc2oc(-c3cccc4ccccc34)nc2c1)c1ncn[nH]1	2.2	995	i	52.1	i	-1.3	-0.58	825	8.4	832	-4.4	-5.9	2.1	2.1	7.1	0.0%	i	0.5
N#CCCN(C(=O)Nc1ccccc1)c1ccccc1	3.0	1191	i	41.0	i	-3.1	-0.2	1253	5.1	747	9.3	0.2	1.4	1.8	8.1	0.1%	i	1.2
CCOC(=O)c1cc(=O)[nH]c2ccccc12	1.0	983	i	46.4	i	9.9	-0.16	1397	-5.9	715	-10.4	-8.7	1.8	2.0	1.3	-0.3%	i	0.2
COC(=O)Nc1sc2nc(C)cc(C)c2c1-n1cccc1	-0.7	1025	i	29.5	i	-8.1	-0.32	1859	3.2	667	3.0	-4.9	3.1	1.2	5.2	0.9%	i	0.2
CC(=O)Nc1ccc(N=Nc2ccc(O)cc2)cc1	5.5	987	i	9.0	i	12.9	1.08	1521	-38.8	495	-5.5	-6.0	5.7	1.5	3.0	-1.2%	i	0.6
O=C(c1cc2sccc2n1Cc1ccccc1)N1CCN(c2nc3ccccc3s2)CC1	1.8	1373	i	47.6	i	6.8	-4.46	571	nt	nt	11.1	4.0	1.7	1.8	10.5	2.4%	i	0.8
Cc1ccccc1CN1CCC(n2nccc2NC(=O)CCOc2ccccc2)CC1	nt	nt	i	12.1	nt	nt	nt	nt	2.3	692	nt	nt	nt	nt	nt	-0.6%	i	1.6
Cc1cc(NC(=O)CCC(=O)N(c2ccccc2)C(C(=O)NC2CCCCC2)c2cccs2)no1 (stereo unspecified)	1.5	945	i	14.4	i	-4.0	nt	nt	-6.0	727	-3.4	-2.4	2.9	1.6	6.9	-0.6%	i	0.7
CCOC(=O)C1(C)Oc2cccnc2NC1=O (stereo unspecified)	-0.8	1008	i	54.4	i	10.6	1.24	1492	3.6	772	13.8	12.3	1.8	1.6	1.5	-0.3%	i	0.2
CCn1c(SC(C)C)nnc1C1CCN(S(=O)(=O)c2ccc(OC)cc2)CC1	nt	nt	i	28.2	i	13.1	nt	nt	nt	nt	-17.2	-14.7	2.6	1.1	0.5	-0.6%	i	1.4
O=C1NCC(COCC2CC=CCC2)O1 (stereo unspecified)	-2.9	1210	i	21.4	i	0.4	nt	nt	14.7	719	-2.1	5.8	2.4	2.2	6.8	-0.1%	i	1.8
Cc1onc(-c2c(Cl)cccc2Cl)c1C(=O)NC1C(=O)N2C1SC(C)(C)C2C(=O)O (stereo unspecified)	nt	nt	i	31.9	i	11.3	nt	nt	-31.1	722	0.2	-4.0	4.4	2.0	9.6	-0.5%	i	0.1
Oc1ccccc1N1CCN(c2nc(-c3cccs3)nc3ccccc23)CC1	-0.4	1383	i	45.5	nt	nt	-0.82	954	-15.0	660	nt	nt	nt	nt	nt	0.6%	i	0.7
CC1CCC(NC(=O)CCS(=O)(=O)c2ccc3c(c2)NC(=O)CO3)CC1 (stereo unspecified)	nt	nt	i	13.6	nt	nt	nt	nt	-13.7	739	nt	nt	nt	nt	nt	-0.2%	i	10.6
C=C(C)Cn1cnc2c(oc3nc4c(cc32)CCCC4)c1=O	-1.8	1165	i	57.8	nt	nt	-0.15	1379	-0.3	654	nt	nt	nt	nt	nt	-0.3%	i	0.4
O=c1c2ccccc2nc2c3ccccc3c(NCc3ccco3)nn12	nt	nt	i	22.1	i	9.4	nt	nt	13.6	782	0.1	2.8	3.2	3.1	5.7	nt	i	0.5
CCCC(=O)N1CCN(c2ccc(NC(=O)c3cccs3)cc2)CC1	-0.5	1127	i	10.8	i	-8.6	nt	nt	16.4	714	-14.1	-7.7	4.2	3.2	4.9	-0.6%	i	0.1
Cc1csc2c(N3CCCCC3)ncnc12	0.8	1094	i	19.5	nt	nt	-0.15	1416	-0.1	745	nt	nt	nt	nt	nt	-0.5%	i	0.1
COC(=O)c1ccc(C2C(Oc3ccccc3)C(=O)N2CCc2ccc(OC)c(OC)c2)cc1 (stereo unspecified)	0.0	1323	i	27.3	i	-22.4	0.09	1447	nt	nt	17.8	4.7	4.0	2.4	5.0	-0.3%	i	9.9
CCOC(=O)c1cnn(-c2ccccc2)c1NC(=O)CN1CCCCC1	-1.9	1324	i	26.0	nt	nt	-0.05	1071	4.0	694	nt	nt	nt	nt	nt	0.1%	i	0.9
Cc1cc(C)c2c(n1)nn1c(NCCN3CCOCC3)cc(C)nc21	-4.9	1032	i	18.1	i	-6.8	-0.39	1112	nt	nt	22.9	6.5	5.6	2.1	7.3	-0.1%	i	0.7
CCn1c(=O)n(CC)c2cc(N3CCCC3)c(NC(=O)c3ccccc3Br)cc21	nt	nt	i	24.6	nt	nt	nt	nt	-3.4	768	nt	nt	nt	nt	nt	-0.3%	i	0.9
CCC1(C(=O)OC)NC(c2ccco2)C2C(=O)N(c3ccc(C)cc3)C(=O)C21 (stereo unspecified)	-8.0	1030	i	21.3	i	-4.0	0.36	1598	nt	nt	4.2	-0.5	1.2	0.9	3.5	-0.2%	i	0.6
CCOC(=O)CNC(=O)CNC(=O)c1nn(-c2ccc(OC)c(Cl)c2)c(=O)c2ccccc12	1.2	1092	i	58.2	i	-3.8	-0.92	1273	-2.9	696	1.8	-3.0	2.6	3.1	7.9	-0.6%	i	0.4
COc1ccc2nc(NC(=O)CSc3nc4cccnc4n3C)sc2c1	nt	nt	i	31.9	i	6.1	0.31	1156	-13.4	574	-1.1	-3.4	2.1	6.6	4.0	0.1%	i	0.0
SMILES	b-catenin transl	b-catenin transl cell count 5 µM	T cell modulator	T cell modulator vesicle-bound %	Autophagy HCS	Autophagy HCS cell loss 18 h	Insulin prom up	Insulin prom up cell count	Hep lipid drop	Hep lipid drop cells 6.5 µM	WT yeast gro inh	WT yeast gro inh mutant strain	MT stabilizer	MT stabilizer Hoechst-high %	MT stabilizer cytotoxicity %	West Nile virus CPE	Myeloid diff MLP	Myeloid diff MLP GFP+ MAC1+ %
COc1ccc(C(=O)COC(=O)c2cccnc2Cl)c(OC)c1	3.9	910	i	54.5	i	39.7	0.61	1279	-18.2	646	1.4	5.3	2.3	1.1	9.4	0.1%	i	0.2
CC(=O)NCC(=O)N1CCCC(C(=O)c2ccc(-c3ccccc3)c(F)c2)C1 (stereo unspecified)	-4.1	1002	i	28.0	i	9.8	0.07	1369	25.7	764	4.4	14.4	7.6	2.1	6.4	-1.0%	i	0.6
CCOc1ccc(NC(=O)CSc2nnc(-c3ccco3)n2N)cc1	nt	nt	i	21.2	nt	nt	nt	nt	-5.6	684	nt	nt	nt	nt	nt	0.0%	i	0.5
CN(CC(=O)NCCc1ccc(F)cc1)Cc1cccc(Cl)c1	4.9	875	i	24.2	i	6.8	2.33	1285	-3.9	662	36.4	27.8	4.1	2.0	6.5	-0.8%	i	0.4
Cc1sc(=NC(=O)c2ccco2)n(C)c1-c1ccc(Cl)cc1	-3.2	1407	i	9.7	i	4.9	0.32	1542	nt	nt	4.7	6.3	2.2	2.5	0.8	0.8%	i	10.4
O=C(O)c1ccc(CSc2nnc(-c3ccccc3Cl)n2-c2ccccc2)cc1	-1.4	1105	i	34.5	i	4.2	0.47	1207	2.8	692	-18.4	4.2	2.4	2.7	3.7	-0.1%	i	0.1
CCOc1ccc(-n2c(C)nnc2SCC(=O)N(CC)CC)cc1	nt	nt	i	39.6	i	-3.9	0.5	919	6.1	760	13.5	10.0	2.4	1.8	10.5	-0.4%	i	2.4
COc1ccc(/C=N/n2cnc3c([nH]c4ccc(F)cc43)c2=O)cc1CN1CCCC1	0.1	915	i	31.7	nt	nt	nt	nt	4.3	736	nt	nt	nt	nt	nt	-2.0%	i	0.3
CCn1cc(C(=O)N(C)c2ccc(OC)cc2OC)c2cc(OC)c(OC)cc2c1=O	nt	nt	i	24.5	nt	nt	nt	nt	-1.8	815	nt	nt	nt	nt	nt	-1.3%	i	0.6
CC(C)(C)CC(=O)Nc1nnc(SCC(=O)NCc2cccs2)s1	-2.2	934	i	42.8	i	12.3	0.19	1593	8.7	704	9.6	4.7	1.1	1.2	2.2	-0.8%	i	0.3
O=C(NC1CCCC1)C(c1ccccc1F)N(C(=O)Cc1cccs1)c1ccc2c(c1)OCCO2 (stereo unspecified)	0.8	1046	i	55.2	i	-4.1	-1	1257	1.6	658	1.7	12.3	1.3	1.3	15.3	1.1%	i	0.2
Cc1ccc(N2CC(C(=O)Nc3nnc(C(C)C)s3)CC2=O)cc1 (stereo unspecified)	-2.4	1159	i	41.8	i	-5.1	0.63	1293	5.7	764	-9.2	-11.2	2.1	1.5	5.7	0.4%	i	1.9
Cc1nn(-c2ccc(F)cc2)c(Cl)c1/C=C/C(=O)OCC(=O)Nc1c(F)c(F)c(F)c(F)c1F	-3.6	583	i	47.6	i	-35.8	-0.21	1212	14.8	708	4.4	-15.8	3.8	0.9	9.0	-0.4%	i	0.5
CCOc1ccc(NN=C(C(=O)OC)C(=O)OC)c([N+](=O)[O-])c1	6.9	1002	i	34.2	nt	nt	-0.26	1282	-14.4	733	nt	nt	nt	nt	nt	-0.3%	i	0.1
